# HIF act = HIF pathway transcriptional activators, primary screen, cell-based, U2OS HRE-luciferase, luminescence; U2OS HRE-luciferase reporter; normalized: DMSO 0%, desferrioxamine 100%; activation, % at 7.5 µM (by protocol); 300,000 compounds, 0.32% hits; AID 1910, 2009;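 active = mean activation of at least 10% of the iron chelator positive control signal, with at least half of replicates also reaching 10%; inconclusive = mean and replicate majority disagree about reaching 10%; inactive = mean and most replicates under 10%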
# HSF1 activator = HSF-1 activators, primary screen, NIH3T3-HGL cells, MG132 stress, luminescence, single point. activation, % at 9 µM. NIH3T3-HGL HSF-1 luciferase reporter, 8 h; 100% = twice DMSO control signal. 300,000 compounds, 1.7% hits. AID 504408, 2011;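 active = mean replicate activation of at least 50% with a set share of replicates each reaching 50%; inconclusive = only one of those two conditions met; inactive = mean below 50% and too few replicates reaching it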;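 note: 0% = median of the neutral control wells and 100% = twice that signal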
# KLF5 inh = KLF5 expression inhibitors, primary screen, DLD-1 cells, luminescence | DLD-1 KLF5 promoter-luciferase reporter | 290,000 compounds, 0.23% hits | inhibition, % at 5 µM;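 active = inhibition above a per-plate limit of that plate's mean compound inhibition plus 3 SD, cut at about 60% in these data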;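 note: 0% = DMSO wells and 100% = LY294002 at 200 µM; higher means less KLF5 promoter-driven luciferase light; inactives centre near -14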
# aSyn UTR inh = MLPCN primary screen, SNCA 5' untranslated region; alpha-synuclein 5'UTR reporter, inhibitor activity; inhibition, % (tested at 7.5 µM); 300,000 compounds, 0.82% hits; in the data active = inhibition above about 60%; inconclusive = no clear call, values can overlap the other calls;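 note: H4 neuroglioblastoma cells stably carrying SNCA 5'UTR luciferase fusion; 0% = DMSO wells and 100% = positive control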
# AI-2 QS mod = Vibrio harveyi AI-2 quorum sensing modulators, primary screen, JMH597 strain, luminescence/OD600 ratio; 300,000 compounds, 0.4% hits; Vibrio harveyi JMH597 AI-2 luminescence/OD600 ratio, 9 h; stronger effect = lower value; strain lacks LuxN and CqsS sensors; 0 = neutral-control median; activity change, % at 7.5 µM; in the data active = activity change below about -75%, passing the limit was not always enough; inconclusive = no clear call, values can overlap the other calls;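 note: luminescence divided by OD600 gain over 9 h not by final OD600 alone; inactives centre near 13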
# Platelet DG rel = inhibitors of platelet dense granule secretion, primary screen, cell-based, MLPCN, human platelets; human platelet-rich plasma, SFLLRN dense granule ATP release, luminescence; inhibition, %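 (compounds screened at 7.5 µM in platelet-rich plasma)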; 300,000 compounds, 0.22% hits;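 active = mean replicate score, as percent of positive control, at or above 50; inconclusive = mean below 50 but at least one replicate at or above 50; inactive = mean and every replicate below 50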
# HSP90 inh = HSP90 inhibitors, primary screen, cell lysate, luminescence | AID 1789, 2009 | Heat shock protein HSP 90 (rabbit reticulocyte lysate; luciferase refolding) | Rabbit reticulocyte lysate, luciferase refolding luminescence, 3 h | 290,000 compounds, 0.91% hits | inhibition, % at 5.6 µM;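 active = inhibition above the screen-wide mean plus 3 SD, computed separately per campaign, cut at about 16% in these data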;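 note: 0% = DMSO wells and 100% = 60 µM geldanamycin wells; inhibitors lower the luminescence because luciferase stays unfolded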
# HDAC3 inh = HDAC3 deacetylase inhibitors, primary screen, biochemical, fluorescence, cell-free homogeneous; inhibition, % at 8.3 µM; recombinant HDAC3, fluorogenic peptide/trypsin coupled; Histone deacetylase 3 (Homo sapiens), O15379; AID 2718, 2010; 320,000 compounds, 0.15% hits; in the data active = inhibition above about 26%, passing the limit was not always enough; inconclusive = no clear call, values can overlap the other calls
# Target sequence (O15379 whole entry, looked up): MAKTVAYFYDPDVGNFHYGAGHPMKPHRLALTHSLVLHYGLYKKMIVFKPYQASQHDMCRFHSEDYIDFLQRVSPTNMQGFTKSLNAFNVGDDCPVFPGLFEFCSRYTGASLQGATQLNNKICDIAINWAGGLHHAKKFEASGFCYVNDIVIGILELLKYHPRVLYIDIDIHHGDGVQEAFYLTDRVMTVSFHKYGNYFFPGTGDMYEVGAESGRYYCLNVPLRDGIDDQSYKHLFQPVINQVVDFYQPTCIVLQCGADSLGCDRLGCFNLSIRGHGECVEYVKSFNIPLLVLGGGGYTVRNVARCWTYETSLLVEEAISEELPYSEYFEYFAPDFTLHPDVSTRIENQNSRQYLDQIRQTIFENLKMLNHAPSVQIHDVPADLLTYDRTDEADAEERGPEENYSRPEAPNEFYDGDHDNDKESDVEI
# HSF1 inh = HSF1 inhibitors in luciferase reporter cells, primary screen, cell-based, NIH3T3, luminescence | NIH3T3-HGL HSE-luciferase, MG132-induced, luminescence 8 h; stronger effect = lower value | activity change, negative = inhibition, % at 7.5 µM (by protocol) | 300,000 compounds, 0.77% hits | AID 2098, 2009;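 active = more than half of replicate wells show activity change below -50%, luminescence cut by over half; inconclusive = some wells, but at most half, below -50%; inactive = no replicate well below -50%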;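 note: luciferase reports HSF-1 transcriptional activity via heat shock element; 0% = median of DMSO wells and -100% = zero luminescence signal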
# IEC-6 cytotox = cytotoxicity in IEC-6 intestinal epithelial cells, primary screen, cytotoxicity control for KLF5 inhibitor project, cell-based, luminescence; AID 1825, 2009; 290,000 compounds, 0.78% hits; inhibition, % at 5 µM; IEC-6 cytotoxicity, luminescence viability; in the data active = inhibition above about 22%;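 note: 0% = plate median of test compound wells and 100% = cytotoxic reference compound wells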
# Starred values were filed as active, the others as inactive; u = inconclusive; x = no result given.
SMILES,HIF act,HSF1 activator,KLF5 inh,aSyn UTR inh,AI-2 QS mod,Platelet DG rel,HSP90 inh,HDAC3 inh,HSF1 inh,IEC-6 cytotox
Cc1nc(SCC(=O)c2cccs2)c2oc3ccccc3c2n1,1.1,51*,-17,-134,3,1,-4,-2,33,2
O=C(O)c1cc(-c2ccc(/C=N/N3C(=O)C4C5C=CC(CC5)C4C3=O)o2)ccc1Cl (centres undefined),1.3,12,-15,-3,24,0,1,4,1,-10
CC(CP(=O)(O)O)NC(=O)Cc1ccccc1 (centres undefined),0.1,-2,2,-5,20,-1,6,3,1,6
CC(O)CNc1nc2ccccc2n1CC(=O)NCC(F)(F)F (centres undefined),-0.1,5,-13,18,20,1,2,3,4,0
CC(Oc1cccc(Cl)c1)C(=O)Nc1ccccc1N1CCCC1 (centres undefined),-0.6,7,x,9,16,2,x,5,-2,x
CCCC(=O)NCCCCNC(=O)CCC,0.1,19,-28,13,4,-1,3,5,-7,-5
COc1ccc(N2CCN(C3CCCN(Cc4ccccc4OCCO)C3)CC2)cc1 (centres undefined),-2.7,-1,-23,1,16,1,1,0,-12,0
COc1cc2c(cc1OC)CN(C(=O)CN1CCN(S(=O)(=O)c3ccc(C)c(C)c3)CC1)CC2,-0.5,-19,-18,12,4,6,1,-2,-1,5
CC1(C)CC1C(=O)Nc1ccc([N+](=O)[O-])cc1Br (centres undefined),-0.4,-9,-17,28,13,-68,4,3,-8,16
CC(=O)Nc1ccc(-c2cn3c(n2)SCC3)cc1,1.2,-60,-92,-83,14,1,-5,5,-48,1
CCNC(=S)NNC(=O)c1cc(-c2cccnc2)nc2ccccc12,-0.3,-6,-24,-26,7,18,-1,3,-5,-6
CCOC(=O)N1CCC(N2C(=O)c3ccccc3C2=O)CC1,0.1,6,-9,-1,17,-6,-4,2,1,4
COc1ccc(NS(=O)(=O)c2cc(C)ccc2C)cc1,-40,-21,-5,-67,-21,6,0,-2,-8,8
c1ccc(-c2nc(-n3ccnc3)nc(-n3ccnc3)n2)cc1,1.2,7,-3,-11,6,7,3,0,-5,0
Cc1ccc(Cl)cc1NC(=O)c1cc(S(=O)(=O)N2CCOCC2)cn1C,-0.4,5,-18,-15,32,16,-2,x,0,4
COc1ccc(C(=O)NCCSc2ccccc2C)cc1,-21,43,-163,-113,-9,-12,0,5,23,-2
Cc1cc(-c2ccccc2)nc(N(C)NC(=O)C(C)(C)C)c1S(C)(=O)=O,0.1,2,-7,12,17,-2,-1,4,1,-6
Cc1ccc(S(=O)(=O)NCC(=O)OCC(=O)NCc2cccs2)cc1,-0.4,13,x,-5,8,-28,x,5,-3,x
CN(CCc1ccccn1)C1CC(=O)N(c2ccc(Cl)cc2)C1=O (centres undefined),0.4,8,8,17,54,-4,4,-1,0,0
COc1ccc(OC)c(S(=O)(=O)N2CCCCCC2)c1,0.0,-14,4,10,22,9,2,-2,5,-6
CCOc1ccc(OCC)c(NC(=O)CSc2nc3c(c(=O)n(C)c(=O)n3C)n2C(C)C)c1,0.0,3,24,34,6,2,3,4,4,7
Cc1cc(C)nc(NS(=O)(=O)c2ccc(NC(=O)Nc3ccccc3F)cc2)n1,-0.6,-2,1,-7,9,4,6,x,-10,9
COc1ccc2oc(C(=O)OCC(=O)N3CCN(S(=O)(=O)c4ccc(C)cc4)CC3)c(C)c2c1,-0.4,19,-53,6,23,-5,-1,3,5,-5
O=c1c2ccccc2nc(N/N=C/c2c(O)ccc3ccccc23)n1O,15*,1,-40,82*,-11,14,2,12,5,2
Cc1nn(CC(=O)Nc2ccncc2)c(C)c1[N+](=O)[O-],-0.5,-16,-6,19,9,-21,-2,-1,7,0
C=CCNc1nc(-c2cc3ccccc3o2)cs1,1.9,22,-63,-73,13,0,1,6,-2,9
Nc1nnc(SCc2nnc(-c3ccccc3)o2)s1,0.3,11,4,-43,18,7,0,-7,-6,-3
C=CCn1c(-c2ccc(OC)cc2)nc2nc3ccccc3nc21,2.0,13,-31,-32,-1,8,1,-34,-7,0
O=C(OCn1ncc(Cl)c(Cl)c1=O)c1ccccc1Cl,-3.0,-95,-10,50,5,5,-2,-1,-95*,89*
CN1CCN(NC(=O)CN2C(=O)S/C(=C\c3c(Cl)cccc3Cl)C2=O)CC1,-0.2,-1,-5,-17,40,1,-6,1,-9,-8
Cc1c(C)n(Cc2ccc(F)cc2)c2ccc(C(=O)N3CCN(c4ccccn4)CC3)cc12,0.4,4,11,-3,9,6,5,-9,0,1
CN(CC(=O)Nc1cccc2c1CCCC2)S(=O)(=O)c1ccccc1,-0.5,-7,-2,21,2,3,2,3,0,-2
CCOc1ccc(/C(O)=C/C(=O)C(=O)Nc2ccc(S(=O)(=O)NC(C)=O)cc2)cc1,-0.8,-2,-19,8,20,4,1,5,1,-6
NCC(=O)c1cccc2ccc[n+]([O-])c12,-19,-4,-35,7,12,-8,3,3,3,3
CCn1c(SCC(=O)Nc2cccc(C)n2)nc2c1c(=O)n(C)c(=O)n2C,0.0,-8,-65,14,20,2,-1,3,-2,-3
Cc1ccc2sc(NNC(=O)c3cc(-c4cccs4)nc4ccccc34)nc2c1C,0.1,-2,4,17,18,-4,-3,-2,1,-2
Cc1csc(NC(=O)CCCC(=O)O)c1-c1nc2ccccc2s1,0.0,7,-18,-4,78,2,1,4,-8,-2
Cc1ccc(C(C(=O)NCc2ccco2)N(C(=O)Cn2nnc3ccccc32)c2ccccc2)o1 (centres undefined),-0.9,-6,-32,-6,7,0,1,-1,1,-1
CCOC(=O)CN1C(=O)COc2ccc(C(C)(C)C)cc21,-0.3,-5,1,6,11,-3,4,-1,-1,-2
CCN1C(=O)/C(=C\N(C)C)NC1=S,-0.2,-9,-43,8,3,-1,-6,4,-1,-3
CCc1c(O)nc(SCC(=O)Nc2nc3ccccc3s2)n(-c2ccc(C)cc2)c1=O,0.6,5,-31,-52,21,11,7,12,-1,3
CCOC(=O)C1=C(C)NC(C)=C(C(=O)OCC)C1c1ccc(OC)cc1,0.0,5,-23,31,25,1,1,5,5,3
O=[N+]([O-])c1ccccc1/C=N/OCc1ccccc1,3.8,37,-115,-167,-61,5,1,2,21,4
O=C(CN1C(=O)COc2ccc(Cl)cc21)NCC1CCCO1 (centres undefined),0.6,-1,-25,9,3,-2,3,1,-1,-1
c1ccc2c(NCC3CCCO3)nc(N3CCCCC3)nc2c1 (centres undefined),-0.2,-2,10,1,1,-5,1,1,0,-5
N#CC1=C(N)SC(N)=C(C#N)C1c1ccnc2ccccc12,0.0,5,-12,-16,22,7,3,5,3,14
Cc1nn(CC(=O)Nc2ccc(C(=O)N3CCCCC3)cc2)c(=O)c2ccccc12,-0.3,7,-23,-4,-82*,-6,-1,-5,-8,-2
O=C(CSc1nnc(NC(=O)C2CCC2)s1)Nc1ccc(N2CCOCC2)cc1,0.5,30,-7,-34,-9,-1,-1,1,9,0

# Rewritten with bars between the fields: part of the list above.
compound | HIF act | HSF1 activator | KLF5 inh | aSyn UTR inh | AI-2 QS mod | Platelet DG rel | HSP90 inh | HDAC3 inh | HSF1 inh | IEC-6 cytotox
CCOC(=O)CN1C(=O)COc2ccc(C(C)(C)C)cc21 | -0.3 | -5 | 1 | 6 | 11 | -3 | 4 | -1 | -1 | -2
NCC(=O)c1cccc2ccc[n+]([O-])c12 | -19 | -4 | -35 | 7 | 12 | -8 | 3 | 3 | 3 | 3
C=CCn1c(-c2ccc(OC)cc2)nc2nc3ccccc3nc21 | 2.0 | 13 | -31 | -32 | -1 | 8 | 1 | -34 | -7 | 0
Cc1csc(NC(=O)CCCC(=O)O)c1-c1nc2ccccc2s1 | 0.0 | 7 | -18 | -4 | 78 | 2 | 1 | 4 | -8 | -2
Nc1nnc(SCc2nnc(-c3ccccc3)o2)s1 | 0.3 | 11 | 4 | -43 | 18 | 7 | 0 | -7 | -6 | -3
CC(CP(=O)(O)O)NC(=O)Cc1ccccc1 (centres undefined) | 0.1 | -2 | 2 | -5 | 20 | -1 | 6 | 3 | 1 | 6

# (listing goes on)
SMILES,HIF act,HSF1 activator,KLF5 inh,aSyn UTR inh,AI-2 QS mod,Platelet DG rel,HSP90 inh,HDAC3 inh,HSF1 inh,IEC-6 cytotox
O=C(c1ccc(NS(=O)(=O)c2ccc(F)cc2)cc1)N1CCN(c2ccccc2O)CC1,-0.1,-3,11,11,17,-6,1,3,-1,5
Cc1ccc(S(=O)(=O)N2CCCOC2CNC(=O)C(=O)NCCc2c[nH]c3ccccc23)cc1 (centres undefined),-1.2,26,1,-11,4,11,3,7,-4,3
CCCCCCCCn1ccc(=N)cc1,0.0,-9,68*,62*,-4,16,7,5,-10,43*
O=[N+]([O-])c1cc(-c2csc(NCCc3nc4cc(Cl)c(Cl)cc4n3CCCO)n2)ccc1Cl,0.0,16,x,-41,19,-2,x,u,12,x
FC(F)(F)c1nnc2sc(-c3cccs3)nn12,0.7,-3,-25,-6,-4,3,-2,-1,-1,-3
O=S(=O)(c1ccccc1)c1nc(Nc2cccc(O)c2)sc1Cl,-1.0,5,-32,-4,-25,-10,-2,12,1,-6
COc1cc(/C=C/c2cc[n+](C)cc2)ccc1OCC(=O)Nc1ccc(Cl)c(Cl)c1,0.5,1,7,-43,21,2,0,8,-4,-3
COc1cc(CCC(=O)Nc2nnc(-c3cccnc3)s2)cc(OC)c1OC,-0.7,0,7,3,2,-5,0,-3,-3,4
O=C(Nc1ccc(Cl)c(C(=O)N2CCOCC2)c1)c1ccccc1,0.2,-6,-6,24,29,-1,-2,6,4,-1
CCN1C(=O)[C@@H]2[C@@H](c3ccc(-c4ccc(F)cc4)cc3)N3CCC[C@@]3(C(=O)OC)[C@@H]2C1=O,-0.1,-3,x,19,15,1,x,-7,-5,x

# Bioassay records from PubChem BioAssay.

# Not a hit list (roughly 5% active in at least one column).
